Bioassay records (PubChem)
Giardia kill: kills Giardia lamblia; Giardia lamblia trophozoite viability; activity change, % at 7.66 µM, hits read low; 0.15% of 340,000 active; in the data active = activity change below about -80%; inconclusive = between about -30% and that limit;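 also: parasites exposed to compound for two days anaerobically before the ATP read; % is scaled to controls: 0 for no effect and ±100 for the full control effect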
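Viability, read as ATP luminescence: trophozoites at 100 cells/well, compound added, 48 hrs anaerobic at 37 deg C, then 15-30 min room-temperature development before reading.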
GALK inhibitor: blocks human galactokinase activity | P51570 | Purified GALK, Kinase-Glo residual ATP luminescence | Potency, µM (top dose mostly 57.5 µM), for the others: top-dose activity change, negative = inhibition, actives largely listed as inhibitors | 0.007% of 270,000 active | AID 1868; also: potency is read from the fitted curve at half-maximal effect; % is scaled to controls: 0 for no effect and ±100 for the full control effect
Target sequence (P51570 whole entry, looked up): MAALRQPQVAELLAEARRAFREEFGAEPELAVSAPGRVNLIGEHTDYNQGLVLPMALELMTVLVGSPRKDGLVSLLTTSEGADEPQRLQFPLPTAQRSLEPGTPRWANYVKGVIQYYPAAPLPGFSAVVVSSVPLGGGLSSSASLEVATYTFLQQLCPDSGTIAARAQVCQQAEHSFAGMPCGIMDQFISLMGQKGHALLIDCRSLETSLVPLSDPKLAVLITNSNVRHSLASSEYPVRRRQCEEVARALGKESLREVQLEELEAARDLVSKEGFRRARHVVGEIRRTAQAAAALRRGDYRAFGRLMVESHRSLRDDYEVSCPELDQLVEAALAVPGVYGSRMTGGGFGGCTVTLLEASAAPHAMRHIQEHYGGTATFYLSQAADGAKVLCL
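Human GALK (5 nM) with 35 uM ATP and 100 uM galactose in 20 mM HEPES pH 8.0, 5 mM MgCl2, 60 mM NaCl, 1 mM DTT, 0.01% BSA. After 1 h at room temperature, leftover ATP was read by Kinase-Glo Plus luminescence.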
USP2a inh: USP2a (human) protease inhibition; USP2 core, Ub-CHOP2 coupled fluorogenic reporter, 485/531; 0.01% of 330,000 active; O75604; AID 463254; Potency, µM (doses to about 38.3 µM), for the others: at the highest dose activity change, negative = inhibition, hits mostly inhibitors;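 also: potency is read from the fitted curve at half-maximal effect; plate controls were DMSO wells for no effect and full inhibition by NEM control for full effect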
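USP2 core (10nM final) preincubated 30min RT with compound in 20mM Tris-HCl pH 8.0, 2mM CaCl2, 2mM beta-mercaptoethanol, 0.05% CHAPS; 25nM Ub-CHOP2 plus 25nM reporter substrate added, fluorescence (Ex485/Em531) read after 60min.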
PKM2 activator: activators of human pyruvate kinase M2; P14618; purified PKM2, Kinase-Glo ATP luminescence, activation; response scale: 0% is enzyme alone, no compound; Potency, µM (series often up to 57.5 µM), for inactives: top-dose activation, actives largely listed as activators; 0.34% of 260,000 active; also: potency is read from the fitted curve at half-maximal effect; % is scaled to controls: 0 for no effect and ±100 for the full control effect; nearly all actives have a fitted effect of over 55% in size
Target sequence (P14618 whole entry, looked up): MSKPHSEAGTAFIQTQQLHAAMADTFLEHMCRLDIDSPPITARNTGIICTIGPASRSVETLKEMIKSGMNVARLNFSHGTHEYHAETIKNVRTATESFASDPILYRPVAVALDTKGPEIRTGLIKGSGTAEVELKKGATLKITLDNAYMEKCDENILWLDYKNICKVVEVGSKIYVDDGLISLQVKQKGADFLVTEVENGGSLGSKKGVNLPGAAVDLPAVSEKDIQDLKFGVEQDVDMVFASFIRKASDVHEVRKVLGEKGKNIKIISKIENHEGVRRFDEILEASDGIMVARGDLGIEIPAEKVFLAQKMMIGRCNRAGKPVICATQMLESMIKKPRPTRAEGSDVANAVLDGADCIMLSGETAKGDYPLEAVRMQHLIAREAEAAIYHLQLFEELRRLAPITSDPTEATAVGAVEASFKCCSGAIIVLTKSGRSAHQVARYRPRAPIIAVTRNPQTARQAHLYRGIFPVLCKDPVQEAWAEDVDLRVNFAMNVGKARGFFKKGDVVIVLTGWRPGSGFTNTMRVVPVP
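hPK-M2, >95% pure; 0.1 mM ADP / 0.5 mM PEP final; imidazole pH7.2 buffer w/ 7 mM MgCl2, 50 mM KCl; 1 h RT; Kinase-Glo lum. Intermediate enzyme activity for dual inhibitor/activator qHTS.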
KCNH2 3.1 inh: KCNH2 3.1 (human) potassium channel inhibition; U2OS KCNH2 3.1, thallium flux FluxOr; hits give low values; activity change, % (tested at about 1.8 µM); 0.95% of 340,000 active; AID 720553;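 active = maximum activity change below -70%; inconclusive = maximum activity change from -70% to -50%; inactive = maximum activity change above -50%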;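 also: thallium influx rate constant from kinetic fluorescence after stimulation buffer; % is scaled to controls: 0 for no effect and ±100 for the full control effect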
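Virally transduced U2OS (3.1 isoform, 4 h infection in dark at RT) → overnight 37 C → FluxOr + Red40 in HBSS/HEPES, 45 min → stimulation buffer, 2 min kinetic read → rate constant vs DMSO controls.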
TRPV1 ag: agonists of human vanilloid receptor 1 (TRPV1); 0.19% of 320,000 active; TRPV1-expressing cells, Fluo-8 calcium influx, agonist mode; Q8NER1; activation, % at 8.33 µM; AID 540275; in the data active = activation above about 80%; inconclusive = between about 30% and that limit; also: 0% is about no effect
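TRPV1-expressing cells were cultured overnight at 35.5C and loaded with Fluo-8 calcium dye for 40 to 90 min at room temperature. After a 10 s baseline, compound was added and calcium influx was read kinetically for 3 min (ex 480/em 520 nm).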
Menin MLL FP TR: inhibitors of human menin-MLL interaction, mutant MLL peptide; Potency, µM (titrated, usually from 61.6 µM), without a hit: at the top dose FP activity change, negative = inhibition, hits mostly inhibitors; Menin + Texas Red MLL mutant peptide, fluorescence polarization; 0.23% of 270,000 active; O00255; active = well fitted inhibition curve with a large enough effect in the polarisation, with a control signal flat, not every such curve was filed as active; inconclusive = small, poorly fitted or top-dose-only effect, or effect the other way, or a change in a side signal; inactive = no such curve, though single readings can be large or run the other way; the % refers to the polarisation; also: potency is read from the fitted curve at half-maximal effect; % of control where 0% means no effect; many of its hits are not listed in these tables
hERG WT inh: inhibitors of human wildtype KCNH2 potassium channel | Q12809 | U2OS, BacMam KCNH2, thallium flux FluxOr; hits give low values | activity change, % at 1.84 µM | 0.37% of 340,000 active | AID 720551;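 active = maximum activity change below -70%; inconclusive = maximum activity change between -70% and -50%; inactive = maximum activity change above -50%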; also: % is scaled to controls: 0 for no effect and ±100 for the full control effect
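U2OS cells transduced with wild-type KCNH2 virus are loaded with FluxOr dye for 45 min, and thallium flux is measured in kinetic reads before and after stimulation buffer. Rate constants are normalized to DMSO controls.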
Coupling enz: coupling enzyme interference in Giardia aldolase counter-screen; coupling enzyme system counterscreen, AmpLite Red fluorescence; activity change, negative = inhibition, % at 58.2 µM, hits read low; 0.67% of 290,000 active; in the data active = activity change below about -30%; also: % is scaled to controls: 0 for no effect and ±100 for the full control effect
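Counterscreen lacking aldolase: glyceraldehyde-3-phosphate coupling-enzyme reagent preincubated 10 min at RT with compound (at 57.5 uM final), then substrate/coupling system with AmpLite Red added; fluorescence read at 525/598 nm after 20 min RT.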
CXXC DNA block: blocks binding of human MLL CXXC domain to DNA; Potency, µM (titrated, usually from 115 µM), without a hit: top-dose activity change, negative = inhibition, usual class: inhibitors; MLL-CXXC / FITC-HOXA9 DNA fluorescence polarization; 0.037% of 290,000 active; Q03164; active = well fitted inhibition curve with a large enough effect in the polarisation, with a control signal flat, not every such curve was filed as active; inconclusive = small, poorly fitted or top-dose-only effect, or effect the other way, or a change in a side signal; inactive = no such curve, though single readings can be large or run the other way; the % refers to the polarisation; also: potency is read from the fitted curve at half-maximal effect
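Purified MLL-CXXC (added from a 7 uM solution) was preincubated 5 min at ambient with pinned compounds in 50 mM Tris-HCl pH 7.5, 50 mM NaCl, 1 mM DTT, 0.05% BSA. Fluorescein-labeled HOX-A9 DNA (50 nM solution) followed, 30 min, then polarization read.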
B2AR arrestin: beta2AR (human) beta-arrestin recruitment activity | 0.02% of 330,000 active | P07550 | beta-arrestin recruitment to beta2AR, cell-based reporter | Potency, µM (titrated, usually from 46.1 µM), without a hit: at the highest dose activation, usual class: activators;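 also: potency is read from the fitted curve at half-maximal effect; 0% = DMSO controls and full agonism = EC100 isoproterenol or metaproterenol; nearly all actives have a fitted effect of over 65% in size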
Active calls of the source: *; u = inconclusive; x = not tested or not shown; [ ] = remark or other dose. Unless noted, calls follow the shape of the dose curve; as a rule, active = well fitted curve in the direction sought with a large enough effect; inconclusive = small, poorly fitted or top-dose-only effect, or another doubt; inactive = no such curve, though single readings can be large; an effect the other way counts as inactive or inconclusive.

Structure,Giardia kill,GALK inhibitor,USP2a inh,PKM2 activator,KCNH2 3.1 inh,TRPV1 ag,Menin MLL FP TR,hERG WT inh,Coupling enz,CXXC DNA block,B2AR arrestin
CN1COc2ccc3ccccc3c2C1,15,2%,2%,4%,x,-4,7%,28,-1,2%,-0.2%
CCN(C(=O)CSc1ncccc1C(=O)OC(C)C)c1cccc(C)c1,-5,5%,-13%,0%,-3,-10,u,15,3,0%,-0.2%
CC(=O)N1CCCc2cc(S(=O)(=O)N3CCCC(C(=O)N4CCN(c5cc(C)ccc5C)CC4)C3)ccc21 (stereo not given),7,-3%,-11%,1%,-5,u,-7%,-1,8,9%,0.5%
COc1ccc2c(c1)[nH]c1c(N3CCSCC3)ncnc12,4,3%,1%,-10%,-1,18,x,1,-10,-4%,-0.6%
Cc1c(Br)c(C(=O)NNC(=O)c2ccc(C(C)(C)C)cc2)nn1C,-5,x,-1%,0%,1,1,x,6,-3,2%,-0.1%
Cc1cccn2c(=O)c3cc(C(=O)NCCc4ccccc4)sc3nc12,-8,16%,1%,0%,0,2,6%,1,3,4%,0.0%
COC(=O)CNC(=O)C(Cc1ccccc1)NS(=O)(=O)c1ccc2c(c1)c(=O)n(C)c(=O)n2C (stereo not given),-23,14%,4%,-1%,6,-2,6%,-4,4,6%,0.2%
CC(=O)Nc1ccc(C(=O)OCCC(C)C)cc1,-2,-2%,0%,u,14,-2,0%,-25,0,-5%,-0.4%
CN(C)CCN(C(=O)c1cccc(N2C(=O)CCC2=O)c1)c1nc2ccc(Br)cc2s1,-12,8%,5%,-5%,-8,3,-1%,23,0,3%,-1.0%
O=C(COC(=O)c1ccc(Cl)nc1)Nc1cc(S(=O)(=O)N2CCCCC2)ccc1Cl,8,-4%,1%,1%,-9,0,7%,-15,0,6%,-1.6%
COc1cccc(NS(=O)(=O)c2cc3[nH]c(=O)c(=O)[nH]c3cc2C)c1,10,-2%,1%,x,4,5,x,-6,x,-2%,-0.5%
O=C(c1cc(F)c(F)cc1Cl)N1CCN(S(=O)(=O)c2cccs2)CC1,29,x,0%,x,-13,0,x,0,x,x,-0.1%
Cn1cnnc1SCC(=O)Nc1ccc(Cl)cc1,0,0%,2%,1%,14,-1,6%,4,0,2%,-0.2%
CCOC(=O)C1=C(C)NC(C)=C(C(=O)OCC)C1C(=O)OCC(N)=O,0,-2%,1%,10%,-3,-3,1%,7,-1,1%,-0.4%
COc1cc(CCC(=O)OCC(=O)Nc2ccc3c(c2)OCO3)cc(OC)c1OC,u,7%,0%,0%,-16,-1,-12%,17,1,25%,-0.3%
CCOC(=O)c1c(C)nc2c3ccccc3ccn12,-3,1%,2%,-5%,-3,5,-16%,-7,0,6%,-0.1%
O=S(=O)(c1ccccc1)c1nc(-c2ccccc2)oc1N1CCCC1,-4,-2%,5%,4%,-3,2,u,0,6,4%,0.5%
O=C1CSc2ccc(S(=O)(=O)NCc3ccc(F)cc3)cc2N1,-10,1%,2%,x,-3,29,-2%,-8,0,20%,-1.3%
COc1ccc(C(CNC(=O)c2cccc(N(C)C)c2)N2CCCC2)cc1 (stereo not given),3,-1%,-1%,0%,0,7,u,18,-1,-10%,-0.8%
C=CCN1C2CCCC1CC(NC(=O)Nc1cccc(C(C)=O)c1)C2 (stereo not given),7,-1%,-2%,-6%,-23,0,10%,13,1,1%,-0.4%
O=C(/C=C/c1cccc(Cl)c1)NCc1ccncc1,-12,1%,3%,-2%,-6,u,11%,1,6,-8%,0.0%
O=C(O)C12CC3CC(C1)CC(n1ncc(N4CCN(c5ccccc5)CC4)c(Cl)c1=O)(C3)C2,4,x,2%,-4%,10,11,1%,-3,0,-3%,13%
CC(=O)Nc1ccc(S(=O)(=O)N2CCN(CCc3ccccc3)CC2)cc1,-10,-1%,1%,-1%[11.5 µM],1,-4,11%,1,-2,34%[activator],-0.5%
COc1ccc(C2=CC(=O)OC3(CCCCC3)O2)cc1,5,2%,1%,-5%,-3,17,-11%,-8,2,-3%,-0.6%
O=C(COC(=O)C1CCN(S(=O)(=O)c2cccs2)CC1)Nc1ccccc1,12,-2%,0%,1%,7,1,5%,22,0,-3%,-0.2%

The list continues.
Structure,Giardia kill,GALK inhibitor,USP2a inh,PKM2 activator,KCNH2 3.1 inh,TRPV1 ag,Menin MLL FP TR,hERG WT inh,Coupling enz,CXXC DNA block,B2AR arrestin
CCN(CC)C(=O)CSc1ncccc1-c1nc2ccccc2[nH]1,-9,4%,2%,4%,-2,2,-3%,3,0,8%,-0.5%
Nc1c(Cl)cc2c(c1Oc1ccccc1)C(=O)c1ccccc1C2=O,-3,1%,0%,4%,5,4,u,-10,5,1%,0.2%
Cc1ccc(N2CC(NC(=O)N3CCN(C(=O)c4ccco4)CC3)CC2=O)cc1 (stereo not given),3,x,1%,x,-3,-3,x,5,x,x,0.5%
NC(=O)C1CCN(CC(=O)Nc2ccccn2)CC1,9,-2%,0%,-2%,11,1,u,0,1,-4%,0.3%
O=c1[nH]c(CN2CCN(S(=O)(=O)c3ccc4ccccc4c3)CC2)nc2ccccc12,-25,3%,2%,14%,-5,2,u,1,0,-11%,0.3%
O=C1C2C3CCCC3=C3CCCC3C2C(=O)N1c1ccc(F)cc1 (stereo not given),-3,2%,1%,12%,-10,u,3%,6,1,-4%,0.2%
N/C(=N\OC(=O)c1ccc(=O)n(Cc2ccc(Cl)cc2)c1)c1ccccn1,6,-2%,0%,-1%,-19,19,-9%,x,6,6%,-0.7%
O=C(NCc1ccc2c(c1)OCO2)c1ccc(Br)o1,6,-2%,2%,x,10,12,-23%,1,1,-6%,-0.5%
CN(CC(=O)Nc1ccc(F)c(F)c1F)C(=O)Cn1cnc2c1c(=O)n(C)c(=O)n2C,-1,x,0%,x,-18,-1,x,-6,x,x,0.0%
CC1CCN(C(=O)CSc2nc3ccccc3c(=O)[nH]2)CC1,5,2%,1%,u,9,0,-14%,-9,5,0%,-0.4%
O=C(Nc1nnc(-c2ccccc2)o1)c1nc2ccccc2s1,-2,2%,0%,-2%,4,23,x,-7,3,2%,0.3%
O=C1CN(C(=O)CSc2nc3c(cnn3-c3ccccc3)c(=O)[nH]2)c2ccccc2N1,13,x,1%,x,27,0,x,6,x,x,-0.2%
CCc1ccc(NC(=O)CCc2ccc(C)o2)cc1,-4,-7%,0%,2%,-1,u,-1%,-6,1,0%,0.3%
COc1ccc2cc(S(=O)(=O)NCCCN3CCOCC3)ccc2c1,-1,-2%,4%,-8%,0,-4,-7%,-7,0,-1%,0.1%
Cc1cc(C(=O)NNc2cc(Cl)ccc2Cl)no1,12,-2%,3%,0%,3,0,x,-1,0,-1%,-1.1%
CCCCc1sc(-c2c(C#N)c(N)nc3c2CCCCC3)cc1[N+](=O)[O-],5,-2%,3%,0%,-4,13,1%,13,0,9%,0.1%
CCCCc1nc(C(N)=O)c2[nH]c(=O)n(-c3ccc(OC)c(OC)c3)c2n1,-10,0%,1%,x,13,-1,0%,5,1,31%,-0.2%
COc1ccc(OCCCC(=O)NCCc2nc3ccccc3[nH]2)cc1,-21,-1%,7%,1%,-5,6,8%,-1,-6,4%,0.1%
O=C(NC(NCc1ccccn1)(C(F)(F)F)C(F)(F)F)c1ccco1,11,1%,0%,-1%,x,-2,-9%,23,-2,9%,-0.3%
CSCCC(NC(=O)c1ccccc1Cl)C(=O)NNC(=O)c1csc(N2CCOCC2)n1 (stereo not given),3,x,-1%,x,8,2,x,5,x,x,-0.3%
COc1ccc(NC(=O)C2CCCCN2N)cc1OCC(C)C (stereo not given),9,-1%,3%,5%,7,u,0%,13,-4,7%,0.4%
Cc1ccccc1NCc1ccc([N+](=O)[O-])s1,-20,5%,-1%,-2%,3,5,21%,-2,0,-1%,-0.3%
CC1=CC(C)(C)N(C(=O)CCl)c2ccccc21,11,3%,0%,-11%,7,4,7%,-11,0,-2%,-0.9%
CC(=O)Nc1nnc(SCC(=O)Nc2ccc(N3CCOCC3)c(Cl)c2)s1,-8,-1%,13%,-2%,-27,-1,x,-1,-1,-6%,-0.2%
CC(C)Oc1ccc(CNC(=O)Oc2ccccc2)cc1,22,1%,2%,0%,8,8,-14%,-9,-1,-5%,-1.1%
COC(=O)COc1cccc(NS(=O)(=O)c2cccc([N+](=O)[O-])c2)c1,1,0%,-4%,-3%,3,2,2%,-1,-1,6%,-0.1%
Cc1cc(=O)[nH]c(N/N=C/c2c[nH]c3ccccc23)n1,1,-1%,0%,2%,3,1,x,4,-11,-12%,0.3%

The list is partial; the hit share may differ from the screen's.
